Screening results from PubChem BioAssay.
RNase H inhibition = RNase H inhibition, HIV 1 Gag Pol polyprotein, FRET biochemical assay, screening (AID 372). HIV-1 RT RNase H, FRET RNA/DNA substrate fluorescence; higher % means a stronger effect. inhibition, % at 10 µM; hits with a dose series show IC50 in µM. 0.77% of 100,000 active; in the data active = inhibition above about 50%
An asterisk follows results filed as active; i = inactive.

SMILES | RNase H inhibition
CC(=O)Oc1cc2ccccc2cc1-c1nc2n(n1)C(=O)CCS2 | 0%
O=C(/C=C/c1ccc2c(c1)OCO2)N1CCC(CN2C(=O)c3cccc4cccc(c34)C2=O)CC1 | 14%
CC(C)C(=O)Nc1sc2c(c1C(=O)Nc1ccc(Br)cc1)CCC2 | 27%
Cc1cccc(N2C(=O)/C(=C/c3ccc(I)cc3)SC2=S)c1 | 9%
CCOc1ccc(NS(=O)(=O)c2ccc(NC(C)=O)cc2)cc1 | 0%
CC(C)COc1ccc(C(=O)N/C(=C/c2ccc3c(c2)OCO3)C(=O)O)cc1 | 24%
COc1ccc(-c2cc(-c3ccc(C)cc3O)[nH]n2)cc1 | 12%
c1ccc2c(N3CCCCC3)nc(-c3ccncc3)nc2c1 | 20%
CC1=C(C(=O)OCC(C)C)C(c2ccc(OCc3ccccc3)cc2)C2=C(CCCC2=O)N1 (stereo not drawn) | 1%
Oc1ccccc1CN1CCCCC1 | 2%
O=C1NC(=S)N/C1=C\c1cccc(Br)c1 | 14%
Cc1cccc(C)c1OCCOc1cccc(/C=C2\SC(N)=NC2=O)c1 | 43%
CN(C)/C=C1\Cc2ccccc2NC1=C(C#N)C#N | 0%
COc1ccc(NC(=O)/C(C#N)=C\c2cc(C)n(-c3ccc(Cl)cc3)c2C)cc1 | 18%
CCOC(=O)C1=C(C)N=c2s/c(=C\c3cccs3)c(=O)n2C1c1ccc(OC)cc1OC (stereo not drawn) | 17%
CC(c1ccccc1)C1CC(=O)N(c2ccccc2)C1=O (stereo not drawn) | 0%
COc1ccc(N(CC(=O)Nc2ccccc2Cl)S(=O)(=O)c2ccc(OC)c(OC)c2)cc1 | 8%
COc1ccccc1OCCNC(=O)c1cc(SC)ccc1Cl | 9%
Cc1cccc(C(=O)NCC(C)CN(C)C)c1 (stereo not drawn) | 27%
O=C(Nc1ccccn1)c1cc2cc(Br)ccc2oc1=O | 0%
COC(=O)c1c(NC(=O)/C=C/C(=O)O)sc2c1CCC(C(C)(C)C)C2 (stereo not drawn) | 11%
c1ccc(OCCn2cnc3ccccc32)cc1 | 5%
COc1cc(OC)c(NC(=O)c2ccc(Cl)c(Cl)c2)cc1Cl | 10%
Cc1cccc(N2C(=O)c3ccc(F)cc3C2=O)c1 | 16%
CC(C)c1ccc(/C=C2\SC(=S)NC2=O)cc1[N+](=O)[O-] | 12%
O=C1/C(=C/c2ccccc2)SC(=S)N1c1ccc(F)cc1 | 2%
CC(=O)CCc1c(C)[nH]c2ccc(Br)cc2c1=O | 2%
CCCOc1ccc(C(=O)Nc2ccc(Br)cc2C(=O)O)cc1 | 3%
COc1cccc(OCCCCOc2cc(C)ccc2C)c1 | 0%
Nc1cc(NC(=O)C23CC4CC(CC(C4)C2)C3)cc(Oc2ccccc2)c1 | 3%
COc1cccc(/C=C2\Sc3ccccc3C2=O)c1O | 12%
COc1ccc(-c2cc(CC(=O)c3ccccc3)cc(-c3ccc(OC)cc3)n2)cc1 | 3%
CCOC(=O)c1c(NC(=O)c2ccc(OC)c([N+](=O)[O-])c2)sc2c1CCCC2 | 5%
O=C(COc1ccccc1)Nc1nc(-c2ccc(Br)cc2)cs1 | 8%
O=C(NC(=S)Nc1ccc2oc(-c3cccc(Cl)c3)nc2c1)c1ccccc1 | 22%
CCOC(=O)c1c(N2C(=O)CC(Sc3ccccc3C(=O)O)C2=O)sc(C)c1C (stereo not drawn) | 3%
CC(=O)c1cccc(Nc2nc(-c3ccc(Cl)cc3)cs2)c1 | 0%
O=C(CCN1C(=O)/C(=C/c2ccc3c(c2)OCO3)SC1=S)Nc1cccnc1 | 4%
C=CCc1ccc(-c2ccc([N+](=O)[O-])cc2)nc1 | 7%
Cc1cc2nc(NC(=O)c3ccccc3)sc2cc1C | 11%
Cc1cc(NC(=O)c2ccco2)ccc1NC(=O)c1ccccc1 | 1%
CC1=C(C(=O)OCCc2ccccc2)C(c2ccc(N(C)C)cc2)NC(=S)N1 (stereo not drawn) | 17%
Cc1ccc(C(=O)NC(=S)Nc2ccc(O)c(-c3nc4ccccc4s3)c2)cc1C | 8%
Cc1ccccc1-c1nc2cc(NC(=O)c3cccc4ccccc34)ccc2o1 | 15%
COC(=O)CCC(=O)Nc1cc([N+](=O)[O-])ccc1C | 6%
O=C(Nc1ncccc1Cl)C1CC1c1ccccc1 (stereo not drawn) | 6%
CC(=O)Nc1nc(-c2ccccc2)nc(-c2ccccc2OC(C)=O)n1 | 15%
C/C(=N\NC(=O)c1ccccc1Cl)c1ccc(C)cc1C | 0%
CCCCS(=O)CC(COC(=O)c1ccc(C)cc1)S(=O)CCCC (stereo not drawn) | 4%
Cc1[nH]n(-c2ccc(Cl)cc2)c(=O)c1C=Nc1cc([N+](=O)[O-])ccc1O | 13%
Other structures follow.
SMILES | RNase H inhibition
O=C1ON=C(c2ccc(Cl)cc2)/C1=C/c1ccccc1Cl | 10%
O=c1[nH]c(N/N=C/c2ccc(O)cc2)nc2ccccc12 | 7%
CCOC(=O)C1=C(C)NC2=C(C(=O)CC(C)(C)C2)C1c1ccccc1Cl (stereo not drawn) | 3%
Cc1cc(C)cc(NC(=O)CSc2nc(C)cc(C)n2)c1 | 9%
CCc1c(C)sc(NC(=O)c2cc3ccccc3oc2=O)c1C#N | 33%
CC(=O)Nc1cc(-c2ccc(Br)cc2)nn1Cc1ccccc1 | 1%
CCOc1ccc(N(CC(=O)NCCSCc2ccc(Cl)cc2)S(C)(=O)=O)cc1 | 22%
NC1=NC2(CCCC2)N=C(Nc2cccc3ccccc23)N1 | 1%
COC(=O)C1=C(C)N(C)C(C)=C(C(=O)OC)C1c1cccc(Oc2ccccc2)c1 | 32%
Cc1cccc(-c2nc3cc(NC(=S)NC(=O)c4cccs4)ccc3o2)c1 | 9%
NC(=O)NC(c1ccccc1)c1ccc(Cl)cc1 (stereo not drawn) | 10%
Cn1nnc(NC(=O)c2ccccc2F)n1 | 16%
COC(=O)C1=C(C)N(C)C(C)=C(C(=O)OC)C1c1ccc(OC)c(OC)c1 | 1%
Nc1ccc(-c2nc3ccccc3[nH]2)c(N)c1 | 4%
COc1ccc(OC)c(NC(=O)COc2ccc(C)c(C)c2)c1 | 6%
Cc1ccc(N2C(=O)c3ccc(-c4nc5ccccc5c(=O)o4)cc3C2=O)c(C)c1 | 5%
CC(C)=NNc1nc2sc3c(c2c(=O)n1-c1ccc(C)cc1)CC(C)(C)OC3 | 4%
COc1ccc(/C=C2\C(=O)NC(=O)N(Cc3ccccc3)C2=O)cc1C | 17%
Cc1cc(Br)ccc1NC(=O)CCc1ccccc1 | 15%
O=C(CCC(=O)OCC(=O)c1ccc(Br)cc1)Nc1ccccc1 | 12%
CCCCOC(=O)c1ccc(NC(=O)C(C)(C)C)cc1 | 7%
O=C(Nc1cccc([N+](=O)[O-])c1)c1cc(S(=O)(=O)Nc2ccc(F)cc2)ccc1Cl | 10%
CC1=NN(C(=O)Cc2ccccc2)C(O)(C(F)(F)C(F)(F)C(F)(F)F)C1 (stereo not drawn) | 4%
CN(Cc1ccccc1)Cc1c(O)ccc2c3c(c(=O)oc12)CCC3 | 15%
Cc1ccc(Nc2nn(CCC#N)c(=S)n2-c2ccc(C)cc2)cc1 | 3%
CCOc1ccc(NC2=C(Cl)C(=O)N(c3ccccc3)C2=O)cc1 | 12%
Cc1c(N=Cc2cc3c(cc2Cl)OCO3)c(=O)n(-c2ccccc2)n1C | 16%
COc1cccc(C(=O)Nc2cccc3nsnc23)c1 | 17%
Cc1c(Cl)c(C(F)(F)F)nn1CC(=O)NCc1ccc(Cl)cc1 | 1%
Cc1ccc(NC(=O)/C(=C/c2cccc([N+](=O)[O-])c2)NC(=O)c2ccccc2)c(Br)c1 | 9%
Cc1c(-c2ccccc2)nc2ccccc2c1C(=O)Nc1ccc(F)cc1F | 0%
Cc1cc(C)c(NS(=O)(=O)c2cc(C)ccc2C)c(C)c1 | 6%
Cc1ccc(NCn2c(=O)sc3ccccc32)cc1 | 14%
Cc1cc(Cl)ccc1OCC(=O)O/N=C(\N)c1ccc(Br)cc1 | 0%
O=C1C(=O)N(CCO)C(c2ccccc2F)/C1=C(/O)c1ccc([N+](=O)[O-])cc1 (stereo not drawn) | 0%
Cc1cc(Br)c(-c2ccc(/C=C3/NC(=S)NC3=O)o2)cc1C | 24%
COc1ccc(Nc2nc(-c3ccccc3)cc(-c3ccc(C)cc3)n2)cc1 | 19%
CN(C)c1ccc(NC2=NC3(CCCCC3)N=C(N)N2)cc1 | 9%
Fc1ccc(NC(=S)Nc2ccc(Br)cc2)cc1 | 6%
COc1ccc(/C=C2\C(=O)NC(=S)N(c3cccc(C)c3)C2=O)c2ccccc12 | 18%
Brc1ccc(Nc2ccc3ccccc3n2)cc1 | 15%
COc1ccc(Cc2nc3c4c5c(sc4ncn3n2)CCCCC5)cc1 | 31%
Cc1sc(NC(=O)c2cccc([N+](=O)[O-])c2)c(C(N)=O)c1C | i
CC(C)(C)CC(C)(C)c1ccc(OCC(=O)NNC(=O)c2ccccc2)cc1 | 0%
O=C(CSc1nnc2c(n1)[nH]c1ccccc12)Nc1nc2ccc([N+](=O)[O-])cc2s1 | 6%
Cc1ccnc(NC(=O)C(C)Oc2cccc(Cl)c2)c1 (stereo not drawn) | 7%
COc1ccc(/C=C2/Sc3ccccc3C2=O)cc1 | 5%
CC(=O)NC1=NN(C(C)=O)C(c2cccc(Cl)c2)S1 (stereo not drawn) | 0%
COc1ccc(C(=O)/C=C/Nc2cccc3cccnc23)cc1 | 15%
CCc1ccc(-c2nn(-c3ccccc3)cc2/C=C/C(=O)O)cc1 | 9%
(more compounds)
SMILES | RNase H inhibition
Cc1cccc(C(=O)Nc2ccc(C(=O)/C=C/c3ccncc3)cc2)c1 | 7%
COc1cccc(/C=C2/C=C(c3cc(OC)ccc3OC)OC2=O)c1 | 5%
CCOC(=O)c1c(-n2c(C)cc(/C=C3\NC(=S)NC3=O)c2C)sc2c1CCCC2 | 23%
O=C(N/N=C/c1ccccc1Cl)C(=O)Nc1cccc2ccccc12 | 13%
N#Cc1c(/N=C/c2ccccc2Cl)sc2c1CCCC2 | 16%
O=C(COc1ccc(Cl)cc1Br)Nc1ccc(Nc2ccccc2)cc1 | 20%
CC(=O)Oc1ccc(C(=O)Nc2ccc(C)cc2C(=O)O)cc1 | 4%
COc1ccccc1Nc1ncnc2ccc(Br)cc12 | 3%
COc1cc(OC)cc(C(=O)O/N=C2/CCc3cc(OC)ccc32)c1 | 12%
CCOc1ccc(Nc2nc(-c3cccs3)cs2)cc1 | 29%
Cc1ccc(S(=O)(=O)c2cc(O)ccc2O)cc1 | 0%
CN(Cc1ccccc1)C(=O)c1ccc(CN2CCc3ccccc3C2)cc1 | 14%
O=C(Nc1ccc(S(=O)(=O)Nc2nccs2)cc1)c1ccc(Cl)c(Cl)c1 | 5%
Cc1ccc(C(=O)CCNc2ccccc2)o1 | 10%
COc1cc(OC)c(OC)cc1CN1CCN(Cc2ccncc2)CC1 | 8%
Cc1cc(C(=O)N=Nc2c(O)n(C)c3ccc(Br)cc23)n[nH]1 | 11%
COc1cccc(OCCOc2ccccc2/C=C2/SC(=S)N(Cc3ccccc3)C2=O)c1 | 22%
CCC(=O)NC(NC(=S)Nc1ccc(C(=O)OC)cc1)C(Cl)(Cl)Cl (stereo not drawn) | 7%
CN(C)CCCNC(=O)C1CCN(Cc2c(F)cccc2Cl)CC1 | 3%
O=C(CC1Nc2ccccc2NC1=O)Nc1cccc(C(=O)O)c1 (stereo not drawn) | 0%
COc1cc(/C=C2\SC(=N)N(c3ccc(F)cc3)C2=O)ccc1O | 40%
CCCCNc1c(N)c(=O)oc2ccccc12 | 10%
CC(=O)Nc1ccc(NS(=O)(=O)c2ccc(C)cc2)cc1 | 21%
COc1cc(/C=N/NC(=O)c2cccnc2)ccc1OC(=O)c1ccc([N+](=O)[O-])cc1 | 3%
COc1ccc(OC)c(N(CC(=O)NCc2ccc(C)cc2)S(C)(=O)=O)c1 | 7%
Cc1c(NC(=S)NC(=O)c2ccc(OC(C)C)cc2)cccc1-c1nc2ccccc2o1 | 14%
CCCC/C(=N\NC(=O)c1cccc(C)c1)c1ccccc1 | 2%
NC(=O)c1ccc[n+](CC(=O)OCC23CC4CC(CC(C4)C2)C3)c1 | 11%

Some of the compounds tested; count on the stated rates, not on these rows.
